SNCA viab count: GF-AFC viability counterscreen for inhibitors of alpha-synuclein gene (SNCA) expression; HEK-293-SNCA-luc viability, GF-AFC fluorescence, 24 h; Potency, µM (doses to about 57.1 µM), without a hit: at the highest dose activity change, negative = cytotoxicity, actives largely listed as cytotoxic; actives 0.12% (n = 150,000); AID 1671193, 2021;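 further: potency means the concentration at half of the fitted maximal effect; 0% = DMSO-treated cells and -100% = medium-only wells without cells; nearly all actives have a fitted effect of over 30% in size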
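Cytotoxicity counterscreen: after 24 h compound treatment of genome-edited SNCA-luciferase HEK-293 cells, live-cell protease substrate GF-AFC read by fluorescence after 30 min; activity scaled between DMSO (0%) and medium-only (-100%), curves Hill-fitted.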
SNCA expr inh: Primary qHTS assay for inhibitors of alpha-synuclein gene (SNCA) expression | HEK-293 SNCA-luciferase knock-in, luminescence, 24 h | Potency, µM (series often up to 57.2 µM), for inactives: at the highest dose activity change, negative = inhibition, usual class: inhibitors | actives 0.17% (n = 140,000) | AID 1671194, 2021;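 further: potency means the concentration at half of the fitted maximal effect; plate controls were DMSO cells for no effect and cell-free wells for full effect; nearly all actives have a fitted effect of over 45% in size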
NIH3T3 tox: Cytotoxic Profiling in NIH 3T3 Cell Line of Diverse Libraries Using Quantitative High-Throughput Screening; AID 1345082, 2018; NIH 3T3 viability, CellTiter-Glo ATP luminescence, 48-72 h; actives 4.3% (n = 94,000); Potency, µM (highest dose often 96.7 µM), for inactives: at the top dose activity change, negative = cytotoxicity, most hits filed as inhibitors; further: potency means the concentration at half of the fitted maximal effect; nearly all actives have a fitted effect of over 55% in size
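Cells were seeded at 400 per well, treated with pin-transferred compound, and kept 48 or 72 hr at 37 °C before CellTiter-Glo addition and luminescence imaging of cellular ATP.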
HEK293 tox: Cytotoxic Profiling in HEK 293 Cell Line of Diverse Libraries Using Quantitative High-Throughput Screening; HEK 293 viability, ATP luminescence (CellTiter-Glo), 48-72 h; Potency, µM (highest dose often 115 µM), inactives show at the top dose activity change, negative = cytotoxicity, most hits filed as inhibitors; actives 6.6% (n = 94,000); AID 1345083, 2018; further: potency means the concentration at half of the fitted maximal effect; nearly all actives have a fitted effect of over 60% in size
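250 HEK 293 cells/well; compound by pintool; incubated 48 or 72 hr at 37 degree Celsius; CellTiter-Glo added, 10 min RT, luminescence imaged.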
GPT2 inhibitor: Primary qHTS assay for inhibitors of Glutamate pyruvate transaminase 2 (GPT2); Alanine aminotransferase 2 (Homo sapiens), Q8TD30; actives 0.25% (n = 100,000); Recombinant GPT2, coupled pyruvate oxidase/HRP Amplex Red fluorescence; AID 1671188, 2021; Potency, µM (top dose mostly 57.7 µM), without a hit: at the highest dose activity change, negative = inhibition, hits mostly inhibitors; further: potency means the concentration at half of the fitted maximal effect; nearly all actives have a fitted effect of over 60% in size; many of its hits are not listed in these tables
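Fluorescence of coupled pyruvate oxidase/HRP/Amplex Red system (50uM Amplex, 30 min, dark) reports pyruvate formed by GPT2. Enzyme reaction: 10ng/uL GPT2, 2mM L-alanine, 250uM a-KG, 30 min room temperature, pH 7.5; 50uM AOA control.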
IP6K1 inh: Primary qHTS assay for small molecule inhibitors of Inositol hexaphosphate kinase 1 (IP6K1). Inositol hexakisphosphate kinase 1 (Homo sapiens), Q92551. IP6K1 kinase, ADP-Glo luminescence, 2 h; active compounds read low. activity change, % (series mostly up to about 58 µM). actives 0.81% (n = 140,000). AID 1645851, 2021; in the data active means activity change below about -25%
Target sequence (Q92551 whole entry, looked up): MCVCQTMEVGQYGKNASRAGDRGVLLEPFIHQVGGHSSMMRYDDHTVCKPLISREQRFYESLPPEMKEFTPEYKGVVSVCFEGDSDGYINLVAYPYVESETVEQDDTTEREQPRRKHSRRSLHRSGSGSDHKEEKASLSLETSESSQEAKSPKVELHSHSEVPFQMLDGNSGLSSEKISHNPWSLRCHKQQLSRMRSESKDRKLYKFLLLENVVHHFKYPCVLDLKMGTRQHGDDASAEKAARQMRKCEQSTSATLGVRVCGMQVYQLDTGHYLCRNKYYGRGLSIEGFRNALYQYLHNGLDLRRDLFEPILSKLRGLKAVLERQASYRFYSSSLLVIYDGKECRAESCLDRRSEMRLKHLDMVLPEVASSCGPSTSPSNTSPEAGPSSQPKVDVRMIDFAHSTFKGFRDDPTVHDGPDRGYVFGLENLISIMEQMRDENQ
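ADP-Glo luminescence measures ADP made by human IP6K1 during a 2 h RT reaction with ATP/IP6 (mix at 1.3 mM/130 uM); top library doses 57.5 and 19.1 uM final.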
FLuc inh: Firefly luciferase inhibition profiling of diverse chemical library using quantitative high-throughput screening; purified P. pyralis luciferase, luminescence, biochemical; Potency, µM (doses to about 115 µM), for the others: top-dose activity change, negative = inhibition, usual class: inhibitors; actives 2.5% (n = 76,000); AID 1347043, 2019; further: potency means the concentration at half of the fitted maximal effect; nearly all actives have a fitted effect of over 65% in size
Target sequence (P08659 whole entry, looked up): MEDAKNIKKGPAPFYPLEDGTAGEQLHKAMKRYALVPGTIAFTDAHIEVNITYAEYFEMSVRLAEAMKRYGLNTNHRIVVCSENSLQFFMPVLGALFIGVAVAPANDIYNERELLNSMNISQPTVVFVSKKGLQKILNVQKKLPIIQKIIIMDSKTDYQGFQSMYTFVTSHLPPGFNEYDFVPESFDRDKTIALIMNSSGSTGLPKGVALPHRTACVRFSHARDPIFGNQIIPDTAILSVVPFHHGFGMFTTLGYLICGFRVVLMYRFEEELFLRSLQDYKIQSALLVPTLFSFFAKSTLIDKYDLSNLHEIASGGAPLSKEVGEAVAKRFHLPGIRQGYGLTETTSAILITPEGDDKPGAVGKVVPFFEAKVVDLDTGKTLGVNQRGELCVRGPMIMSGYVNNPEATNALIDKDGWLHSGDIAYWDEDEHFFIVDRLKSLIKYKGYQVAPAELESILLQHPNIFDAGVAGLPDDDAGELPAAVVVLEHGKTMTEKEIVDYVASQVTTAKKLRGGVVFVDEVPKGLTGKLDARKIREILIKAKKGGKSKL
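Luminescence read by CCD imaging after purified firefly luciferase (10nM final) was added to substrate buffer holding 10uM D-luciferin and 10uM ATP, pH 7.5, pre-dosed with compound.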
* = called active by the depositor; i = inactive; ? = inconclusive; . = no result given; [ ] = dose if it differs, or a comment. Unless noted, the call rests on the fitted dose curve; in most records, active means well fitted curve in the direction sought with a large enough effect; inconclusive means small, poorly fitted or top-dose-only effect, or another doubt; inactive means no such curve, though single readings can be large; an effect the other way counts as inactive or inconclusive. Unless noted, on the % scale 0 is the no-effect control and ±100 the full control effect.

Every second line gives: SNCA viab count | SNCA expr inh | NIH3T3 tox | HEK293 tox | GPT2 inhibitor | IP6K1 inh | FLuc inh
> COc1ccc(C2C(C(=O)Nc3ccccc3)=C(C)Nc3c(C(=O)Nc4ccccc4)cnn32)cc1 (stereo not drawn)
  -11.0% | -21.7% | . | . | . | 30.7 | .
> CC(C)=CCn1c(-c2cc(C)oc2C)cn2cc(C(=O)N(C)CC(C)C)nc2c1=O
  -6.2% | -21.3% | ? | ? | -2.8%[11.5 µM] | -15.2 | 11.0%
> CS(=O)(=O)N1CCC(OC2CCN(C(=O)Nc3cccc(Cl)c3F)CC2)CC1
  -2.7% | -18.5% | -28.2% | ? | i | -1.2 | -4.3%
> CCCOc1c(Cl)cc(C(=O)N(Cc2cccc(OC)c2)C2CCS(=O)(=O)C2)cc1Cl (stereo not drawn)
  -3.7% | 3.9% | . | . | . | 9.6 | .
> Cc1cc(C(=O)NCC2(COc3cnccn3)C[C@@H](O)[C@@H](O)C2)no1 (stereo partly drawn)
  -10.1%[87.6 µM] | ? | -4.9%[138 µM] | -4.7%[172 µM] | i | 15.2 | -11.0%[172 µM]
> Cc1ccc(S(=O)(=O)c2nnn3c2nc(N2CCC(C)CC2)c2cc(Cl)ccc23)cc1C
  -2.0% | 1.3% | . | . | . | 23.2 | .
> COc1ccc(-c2cc(C(=O)NCC3CC3)c3cnn(C)c3n2)cc1
  -17.0%[87.6 µM] | 4.9%[87.6 µM] | ? | ? | -1.6%[88.5 µM] | 8.5 | .
> O=[S+]([O-])(NC1CCCN(c2ccc3nnc(-c4ccccc4)n3n2)C1)c1ccccc1 (stereo not drawn)
  . | . | ? | 22.4µM* | . | -2.9 | .
> COc1ccc(S(=O)(=O)N2CCC(n3cnnc3-c3ccccc3)CC2)cc1OC
  -2.6% | 42.5%[activator] | ? | -29.2% | -10.6% | 7.6 | .
> CNC(=O)c1cc(-c2ccc(C(F)(F)F)cc2)nc2c1cnn2C
  . | . | ? | -20.2% | . | -11.9 | .
> CCOC(=O)c1cc(-c2ccc(C)cc2)n(CC(=O)Nc2ccc(OC)cc2OC)c1C
  0.9% | -2.9% | . | . | . | -2.0 | .
> CCC(C(=O)N1CCN(Cc2ccc(C)c(C)c2)C(=O)C1)n1cccn1 (stereo not drawn)
  -0.5% | 5.1% | -0.6% | ? | -3.8%[11.5 µM] | 17.0 | 2.4%
> O=C(CCNS(=O)(=O)c1cccc2nonc12)Nc1ccc(F)cc1
  0.2% | -12.5% | . | . | . | 7.2 | .
> CC(C)c1noc(-c2cn(C3CCN(C(=O)c4ccoc4)CC3)nn2)n1
  4.1% | -0.8% | ? | ? | i | -11.1 | -8.6%
> O=C1Nc2ccc(-c3ccccc3F)cc2C(=O)N2CC[C@H](NS(=O)(=O)c3cccs3)[C@@H]12
  -5.5% | 17.8% | ? | -2.1% | 1.0% | -4.9 | 0.8%
> O=C(Nc1cccc(-c2nnc3n2CCCC3)c1)c1cccc(F)c1
  9.0% | 29.1% | -13.5% | 4.4% | 4.9% | 31.5 | 1.6%
> COCCn1cc(C(=O)NC2CCCc3c2[nH]c2ccccc32)c2ccccc2c1=O (stereo not drawn)
  3.9% | ? | ? | 44.7µM* | ? | 4.4 | -9.3%
> COCc1cn(C[C@H]2C[C@@H](NC(=O)c3ccc4c(c3)OCO4)[C@H](O)[C@@H]2O)nn1
  -4.4%[87.6 µM] | -10.0%[87.6 µM] | 1.1%[138 µM] | i | -7.9%[88.5 µM] | 12.6 | 5.9%[172 µM]
> CCC1Oc2ccc(NC(=O)c3ccc(Cl)cc3)cc2CN(Cc2ccc3c(c2)OCO3)C1=O (stereo not drawn)
  2.4% | -9.3% | ? | ? | 4.3% | -8.3 | -12.1%
> O=C(CCC[C@@H]1[C@H]2CCCN3CCC[C@@H](CN1C(=O)c1cccnc1)[C@@H]23)NCc1ccccn1
  7.0% | 38.9% | -20.6% | -5.1% | i | -6.3 | 0.0%
> O=C(C1CCCN1C(=O)C1CC1)N1CCC(c2nc3ccncc3[nH]2)C1 (stereo not drawn)
  11.0%[87.6 µM] | 5.2%[87.6 µM] | 3.7%[138 µM] | i | i | -26.7* | .
> Cc1ccc(C(=O)n2nc(C)c(S(=O)(=O)N3CCCCCC3)c2C)cc1
  10.6% | 24.7% | . | . | . | 6.9 | .
> CC(=O)N1CCN(C(=O)c2ccc3nc(-c4ccnc(Cl)c4)oc3c2)CC1
  3.0%[87.6 µM] | 12.9%[87.6 µM] | -24.3%[138 µM] | -9.3%[172 µM] | -3.4%[88.5 µM] | 28.5 | .
> O=C1NCCCCCN(C(=O)c2cccs2)[C@@H]2C[C@@H](C(=O)N3CCc4ccccc4C3)C[C@H]12
  -15.0% | -13.7% | -17.6% | ? | i | -0.9 | -2.7%
> Cc1nnsc1C(=O)N[C@H]1CCN(C(=O)COCC(=O)O)[C@H](C(=O)N[C@H](CC(C)C)C(N)=O)C1
  -0.5% | 27.6% | 0.5% | 2.8% | 2.8% | 23.5 | -1.5%
> CS(=O)(=O)N(C[C@H]1O[C@H](Cc2cc(-c3ccccc3)on2)CC[C@@H]1O)S(C)(=O)=O
  -3.3% | 40.6%[activator] | ? | 0.1% | -11.6% | 1.2 | -0.1%
> O=C(Cn1nc(-c2ccccc2)nc(Cc2ccccc2)c1=O)Nc1ccccc1
  1.9% | -4.5% | . | . | . | 9.5 | .
> CNC(=O)c1ccccc1Nc1nc(Nc2ccc3c(c2OC)CCC[C@@H](N2CCN(CCO)CC2)C3)ncc1Cl
  -0.6% | . | . | . | 2.0% | -11.2 | .
> C[S+](=O)([O-])N1Cc2ccccc2OC2(CCN(C(=O)c3cccc4[nH]ccc34)CC2)C1
  -0.1% | 33.1%[activator] | -3.2% | -10.7% | -9.6% | 20.2 | .
> CCOc1cc(-c2noc(-c3ncn4c3COC(c3ccc(F)cc3)C4)n2)ccc1OC (stereo not drawn)
  -10.8% | -11.5% | 25.1µM* | 22.4µM* | 2.5% | -4.0 | -14.0%
> COc1ccc2[nH]c3c(c2c1)CCNC31CCN(C(=O)C2CCOCC2)CC1
  -3.7%[12.5 µM] | -7.8% | -23.2% | -18.2% | i | 18.8 | 2.2%
> O=C(CN1CCOC1=O)N1CCCC(CCc2ccc(F)cc2F)C1 (stereo not drawn)
  -5.0% | -25.7% | ? | -26.8% | i | 5.8 | -6.0%
> O=C(Cn1nc2c(cc1=O)CCCC2)Nc1ccccc1C(F)(F)F
  4.6% | ? | . | . | . | 5.9 | .
> CCn1cnnc1CC1CCN(C(=O)C2CCN(Cc3nc(-c4cccc(C)c4)oc3C)CC2)CC1
  3.7% | -23.5% | -19.0% | -24.6% | -5.1% | 13.8 | 2.0%
> COCCn1ncc(N2CCCC(CC(=O)Nc3cc(OC)ccc3OC)C2)cc1=O (stereo not drawn)
  4.3% | -3.1% | -8.5% | -1.6% | 1.7% | 28.2 | -3.9%
> CN1CCC2(CC1)CC(=O)N(CC(=O)N(C)CCc1cnn(C)c1)C2
  10.5% | 6.5% | 2.5% | 2.3% | -2.6% | -4.5 | -2.4%
> CC(C)(C)OC(=O)N1CCC(c2c(C(=O)N3CCN(c4ccccn4)CC3)cnn2-c2ccccc2Cl)CC1
  -15.6% | ? | . | . | . | 29.6 | .
> Cc1ccc(NC(=O)c2sc3nc4c(cc3c2N)CN(Cc2ccccc2)CC4)cc1
  -8.1% | 8.6% | . | . | . | 3.5 | .
> CNC(=O)[C@H]1O[C@@H](n2cnc3c(NCc4ccc(N)cc4)ncnc32)[C@H](O)[C@@H]1O
  -8.0% | -1.1% | . | . | i | . | .
> COc1cc(OC)c(NC(=O)c2cc3c(=O)oc4ccc(C)cc4c3s2)cc1Cl
  -2.0% | 36.8%[activator] | . | . | . | 15.6 | .
> COCc1nc(C2CCCN(C(=O)COc3cccc(C)c3)C2)no1 (stereo not drawn)
  -4.0%[12.5 µM] | 27.7% | 2.0% | 3.2% | 3.6% | 19.1 | 2.3%
> CC(C)C1=NOC2(CCN(C(=O)c3ccc4c(c3)OCO4)CC2)C1
  6.0%[87.6 µM] | 19.6%[87.6 µM] | -23.5%[138 µM] | -29.5%[172 µM] | 2.6%[88.5 µM] | 1.5 | 0.0%[172 µM]
> CN(CC1(C)CCOCC1)C(=O)c1ccc2ncccc2c1
  7.4% | -5.9% | i | 0.2% | i | 7.6 | -9.9%
> Cn1nccc1C(=O)N1CC(c2ncc3c(-c4ccc(F)cc4)nccn23)C1
  -7.9%[87.6 µM] | -5.7%[87.6 µM] | ? | ? | i | -7.0 | 4.9%[172 µM]
> CC1=C(C(=O)NCc2cccc(F)c2)C2(CCCCC2)OC1=O
  4.1% | 36.5%[activator] | . | . | . | 3.7 | .
> O=C(NC1CCCCC1)C1(CCO)CC12CCN(c1ncccn1)CC2 (stereo not drawn)
  4.1% | 12.4% | -20.9% | -3.0% | ? | 16.6 | .

6 structures already listed, ordered by number of heavy atoms, high to low:
Every second line gives: SNCA viab count | SNCA expr inh | NIH3T3 tox | HEK293 tox | GPT2 inhibitor | IP6K1 inh | FLuc inh
> CNC(=O)c1ccccc1Nc1nc(Nc2ccc3c(c2OC)CCC[C@@H](N2CCN(CCO)CC2)C3)ncc1Cl
  -0.6% | . | . | . | 2.0% | -11.2 | .
> Cc1nnsc1C(=O)N[C@H]1CCN(C(=O)COCC(=O)O)[C@H](C(=O)N[C@H](CC(C)C)C(N)=O)C1
  -0.5% | 27.6% | 0.5% | 2.8% | 2.8% | 23.5 | -1.5%
> CNC(=O)[C@H]1O[C@@H](n2cnc3c(NCc4ccc(N)cc4)ncnc32)[C@H](O)[C@@H]1O
  -8.0% | -1.1% | . | . | i | . | .
> CS(=O)(=O)N1CCC(OC2CCN(C(=O)Nc3cccc(Cl)c3F)CC2)CC1
  -2.7% | -18.5% | -28.2% | ? | i | -1.2 | -4.3%
> O=C(C1CCCN1C(=O)C1CC1)N1CCC(c2nc3ccncc3[nH]2)C1 (stereo not drawn)
  11.0%[87.6 µM] | 5.2%[87.6 µM] | 3.7%[138 µM] | i | i | -26.7* | .
> COCc1nc(C2CCCN(C(=O)COc3cccc(C)c3)C2)no1 (stereo not drawn)
  -4.0%[12.5 µM] | 27.7% | 2.0% | 3.2% | 3.6% | 19.1 | 2.3%

High-throughput results: PubChem BioAssay, National Center for Advancing Translational Sciences (NCATS)

Some of the compounds tested (hit frequency here may not be typical).
